NCOA1 inh – inhibitors of human steroid receptor coactivator 1 (SRC1) | Q15788 | HEK293 GAL4-SRC1 luciferase reporter, luminescence | inhibition, % at 3.6 µM | hit rate 0.12% among 360,000 | AID 588354;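 active = inhibition above the campaign mean plus 3 SD, with each screening campaign given its own cutoff, cut at about 60% in these data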;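 note: 0% = DMSO treated cells and 100% = gossypol at 36 µM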
TWEAK-Fn14 inh – blocks TWEAK-Fn14 interaction in a reporter cell assay; AID 1159606; inhibition, % at 10 µM; TWEAK-stimulated Fn14 reporter cells, luciferase luminescence, 8 h; hit rate 2% among 360,000; in the data active = inhibition above about 50%
COUP-TFII inh – blocks human COUP-TFII nuclear receptor. hit rate 0.7% among 370,000. HEK293T NGFI-A luciferase reporter, luminescence. AID 686940. inhibition, % at 8.6 µM;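 active = inhibition above a per-plate cutoff, mean inhibition of test wells between control levels plus 3 SD, cut at about 38% in these data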;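 note: cells cotransfected with COUP-TFII expression vector driving the NGFI-A reporter; 0% = median of COUP-TF2 test wells and 100% = reporter-only cells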
EBV LMP1 NFkB – Epstein-Barr LMP1 NF-kappaB reporter inhibition. LMP1-induced NF-kappaB luciferase reporter cells, luminescence. inhibition, % at 12.5 µM. hit rate 0.69% among 350,000. AID 504558; in the data active = inhibition above about 41%; inconclusive = no clear call, values can overlap the other calls;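 note: 0% = neutral control wells and 100% = reference inhibitor control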
LRH-1 inv ag – inverse agonists of human LRH-1 (NR5A2); O00482; HEK293T StAR-luciferase reporter, LRH-1 transfected, 24 h; inhibition, % at 3.6 µM; hit rate 0.13% among 360,000; AID 602396;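 active = inhibition above the mean inhibition of all tested compounds plus 3 SD, cut at about 73% in these data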;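 note: 0% = DMSO wells and 100% = reporter-only cells lacking LRH-1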
KKLEB tox – counter-screen for CF NF-kB inhibitors: cytotoxicity; KKLEB CF airway cells viability, ATPlite luminescence, overnight; active compounds read low; cells stimulated with P. aeruginosa culture filtrate; activity change (cytotoxicity), % at 5 µM; hit rate 0.36% among 360,000; AID 602141;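 active = corrected activity change at or below -50% at 5 µM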
NCOA3 inh – human NCOA3 inhibition; HEK293 GAL4-SRC3 luciferase reporter, luminescence; hit rate 0.17% among 360,000; AID 588352; inhibition, % at 3.6 µM; Q9Y6Q9;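 active = inhibition above a per-campaign cutoff, the mean of all compounds plus 3 SD, cut at about 60% in these data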;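 note: 0% = DMSO-treated cells and 100% = gossypol-treated cells at 36 µM; higher means less SRC3-driven luciferase light from the GAL4 reporter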
SRC2 inh – inhibits human steroid receptor coactivator 2; Q15596; HEK293 GAL4-SRC2 luciferase reporter, luminescence; inhibition, % at 9 µM; hit rate 0.17% among 370,000;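 active = inhibition above the mean inhibition of all tested compounds plus 3 SD, set per campaign, cut at about 52% in these data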;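 note: 0% = DMSO treated cells and 100% = cells given Gossypol at 36 µM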
TRAIL sens C8 – caspase-8 TRAIL sensitization | inhibition (viability loss, TRAIL sensitization), % at 10 µM | NB7+C8 cells + TRAIL, ATPlite viability luminescence | hit rate 1% among 360,000 | AID 624354;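 active = compounds causing at least 50% loss of cell viability in the single-dose screen, relative to plate controls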
TROY signal inh – TROY signaling inhibition; Q293 LMP1-TROYcd NF-kB luciferase reporter, 4 h; inhibition, % at 10 µM; hit rate 0.98% among 360,000;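 active = compounds whose plate-normalised and pattern-corrected inhibition of the luciferase reporter signal at the single screening dose is 50% or more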
CF NFkB block – cystic fibrosis NF-kB activation inhibition. AID 588850. KKLEB NF-kB-GFP reporter, PAF-induced, GFP fluorescence overnight. inhibition, % at 5 µM. hit rate 0.86% among 360,000;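 active = at least 50% inhibition at 5 µM, scaled per plate between neutral and stimulator controls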;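 note: PAF is a Pseudomonas aeruginosa culture filtrate used as stimulus; plate controls were PAF-stimulated DMSO wells for no effect and unstimulated DMSO wells for full effect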
Starred values were filed as active, the others as inactive; ? = inconclusive; · = no result given. Compounds were not picked by outcome. Share with any hit: about 4.2%.

SMILES	NCOA1 inh	TWEAK-Fn14 inh	COUP-TFII inh	EBV LMP1 NFkB	LRH-1 inv ag	KKLEB tox	NCOA3 inh	SRC2 inh	TRAIL sens C8	TROY signal inh	CF NFkB block
Cc1ccc(NC(=O)CN2C(=O)S/C(=C\c3cc(C)n(C)c3C)C2=O)cc1	-3	-7	13	0	-1	18	-1	-5	0	7	-27
Cc1cc(Br)cc(Br)c1OCC(=O)NNC(=O)CCC(=O)NCc1ccccc1	-7	8	-22	-3	-17	-9	4	-17	6	11	-41
O=C(O)c1nn2c(C(F)(F)F)cc(-c3cccs3)nc2c1Cl	-5	-4	6	-3	-6	-1	12	13	0	0	9
CC(=O)Nc1ccc2ccccc2c1[N+](=O)[O-]	-12	-1	-9	?	9	-14	-4	-34	9	-12	-1
O=C(O)c1ccc(/C=N/NC(=S)NCCN2CCOCC2)cc1	15	16	3	-11	-3	15	16	15	-17	-6	-18
CCC(C)C(NC(=O)OC(C)(C)C)C(=O)NCc1ccco1 (centres undefined)	-6	19	-7	-7	19	0	-18	9	0	-11	7
Cc1ccc(S(=O)(=O)Nc2ccc(N3CCOCC3)nc2)cc1	-7	19	2	-2	7	10	-15	-7	-8	5	4
Nc1cccc2c1C(=O)N(CCOc1ccc(F)cc1)C2=O	-88	-5	-62	-20	-108	-14	-96	-79	-18	-36	-3
O=c1[nH]c2ccc(NC(=S)NCCc3ccccc3)cc2[nH]1	-9	4	20	-3	11	-3	5	-4	-16	-1	-5
COc1ccc(CCNC(=O)C(=O)NCCCN2CCOCC2)cc1	7	-13	5	7	-9	8	-7	-2	-1	-6	8
COc1ccc(-n2c(=O)c3c(C)c(C)sc3n(Cc3ccc(F)cc3)c2=O)c(OC)c1	-6	-5	13	2	-36	-7	1	-3	-8	29	8
COc1ccc(S(=O)(=O)NCC2CCCN(C(=O)CSC)C2)cc1 (centres undefined)	2	-21	6	-1	2	6	-18	-2	-6	7	-17
Cc1ccccc1NC(=S)N1CCN(c2ccccc2Cl)CC1	-10	-16	-12	6	0	5	-10	-9	-34	9	2
O=C(c1ccco1)N1CCCC(c2ccccc2)C1 (centres undefined)	1	-7	-18	-1	-11	11	11	4	2	4	-1
CSC1=N/C(=C\c2ccc3c(c2)OCO3)C(=O)S1	0	-11	-2	-3	-6	-5	-4	2	4	-30	10
CCCn1nc(NS(=O)(=O)c2cccc3nonc23)c2cc3cccc(C)c3nc21	11	-8	10	1	-3	-2	9	3	-25	29	15
COc1cc2cnc(-c3ccccc3F)cc2cc1OC	-13	-51	-29	7	17	-21	-24	4	0	-32	11
Cc1cc(OCC(=O)OCC(=O)N2CCc3ccccc3C2)ccc1Cl	-17	5	-3	6	-8	0	-11	-6	4	-8	15
Cc1csc(CNC(=O)c2cc(COc3c(C)cccc3C)on2)n1	-10	-11	-7	-4	-10	0	-3	15	0	0	-28
CC1=NN(S(=O)(=O)c2ccc(Cl)cc2Cl)C(=O)c2ccccc2O1	-4	68*	9	-5	-4	-4	14	0	-1	1	1
Cc1cc(C(=O)CSc2nnnn2C)c(C)n1Cc1ccco1	-58	-2	-28	-4	-95	-5	-87	-42	8	-5	10
COC(=O)c1ccc(C(=O)Nc2nc3cc(N)c(C)cc3s2)cc1	8	-8	-12	11	-33	10	-3	-6	2	11	0
O=C(c1cccc(C(F)(F)F)c1)N1CCC(O)(CS(=O)(=O)Cc2ccccc2Cl)CC1	-20	5	-1	4	6	-2	18	-24	-6	10	-1
CC(C)CCN1CN(S(=O)(=O)c2cccs2)c2nc3ccccc3nc21	1	0	-9	-6	8	6	-8	-12	-10	34	-3
COc1ccc(S(=O)(=O)N2CCOC2CNC(=O)C(=O)NCCc2ccccc2OC)cc1 (centres undefined)	-10	5	-13	-16	11	3	11	15	-17	15	8
CC1CCCCC1NC(=O)C1CCN(S(=O)(=O)c2ccc(-n3cnnn3)cc2)CC1 (centres undefined)	1	1	6	-3	18	-6	14	-4	9	-7	21
C=C(C)c1cccc(C(C)(C)NC(=O)N2CCCC2)c1	-1	0	9	-4	-8	-7	11	7	-12	3	18
CCOC(=O)c1c(NC(=O)C2COc3ccccc3O2)sc(C)c1C (centres undefined)	-9	14	2	-22	0	-6	2	7	3	-7	-1
COCC(=O)N(Cc1cc2cc(C)ccc2[nH]c1=O)c1ccccc1	-6	0	2	1	-18	-2	-15	-16	11	-21	8
CC1=CC(C)(C)N(C(=O)CSc2nnc(C)s2)c2ccc(C)cc21	-4	-1	-8	-3	20	8	15	-4	-5	4	7
Cc1ccc(OCC(=O)Nc2cc(S(=O)(=O)N3CCCCC3)ccc2N2CCN(C)CC2)c(C)c1	-4	2	-7	7	-10	-16	6	-11	8	-3	-1
Cc1cc(NC(=O)CCCn2nc([N+](=O)[O-])c(Br)c2C)no1	0	1	-8	0	2	-7	19	-35	-7	-3	7
c1ccc(-c2csc(N3CCCCCC3)n2)cc1	-28	-33	2	-33	-4	-2	-17	-25	7	-35	3
COCCN(C(=O)C(F)(F)F)C(C(=O)NC1CCCCC1)c1ccco1 (centres undefined)	0	13	-1	-4	9	14	18	-33	4	-19	-4
CC(=O)COC(=O)C1CCN(S(=O)(=O)c2cc([N+](=O)[O-])ccc2Cl)CC1	-4	-2	1	-5	-12	7	1	-1	-2	0	-8
N#Cc1c(N)nc2c(c1N)CC(=O)N2c1ccc(Cl)cc1	-9	-5	·	-6	-11	3	-5	·	6	-16	-14
CCCNC(=O)C1(C)CCN(Cc2csc(-c3ccc(Cl)cc3)n2)C1 (centres undefined)	0	-8	7	·	0	5	3	13	7	-14	-3
CN(C)c1ccc(C(=S)N2CCN(C(=S)Nc3ccccc3)CC2)cc1	-14	1	14	0	-1	1	9	1	-1	9	-12
COc1ccc(/C=N/NC(=O)CCn2c3ccccc3c3ccccc32)cc1O	18	-38	-16	-2	21	-6	13	-3	11	-3	15
COc1ccc(-c2[nH]ncc2CN2CCN(Cc3cccs3)CC2)c(F)c1	-2	-3	-21	-15	-5	5	21	0	6	7	18
Cc1ccc(NC(=O)C2CC(=O)N(C(C)C)C2)cc1C (centres undefined)	-13	-19	0	4	-16	4	-1	-9	-4	13	1
COc1cccc(CNC(=O)COC(=O)CCc2cc(OC)c(OC)c(OC)c2)c1	-55	-8	-19	-4	-9	-5	-42	-14	-15	0	12
CCOCCCNC(=O)C1CCCN(S(=O)(=O)c2cccc3nsnc23)C1 (centres undefined)	1	0	6	-7	-24	-1	15	-4	-8	11	2
Cc1csc(CN(C)C(=O)CC2C(=O)NCCN2CC(C)(C)C)n1 (centres undefined)	-11	-7	16	2	0	1	-6	-52	3	1	-12
Cc1nc(CCNC(=O)Cc2ccccc2)cs1	-19	-6	-13	-6	0	3	10	11	-3	4	-1

Among those listed so far, these have an aryl methoxy group.
SMILES	NCOA1 inh	TWEAK-Fn14 inh	COUP-TFII inh	EBV LMP1 NFkB	LRH-1 inv ag	KKLEB tox	NCOA3 inh	SRC2 inh	TRAIL sens C8	TROY signal inh	CF NFkB block
COc1ccc(CCNC(=O)C(=O)NCCCN2CCOCC2)cc1	7	-13	5	7	-9	8	-7	-2	-1	-6	8
COc1ccc(-n2c(=O)c3c(C)c(C)sc3n(Cc3ccc(F)cc3)c2=O)c(OC)c1	-6	-5	13	2	-36	-7	1	-3	-8	29	8
COc1ccc(S(=O)(=O)NCC2CCCN(C(=O)CSC)C2)cc1 (centres undefined)	2	-21	6	-1	2	6	-18	-2	-6	7	-17
COc1cc2cnc(-c3ccccc3F)cc2cc1OC	-13	-51	-29	7	17	-21	-24	4	0	-32	11
COc1ccc(S(=O)(=O)N2CCOC2CNC(=O)C(=O)NCCc2ccccc2OC)cc1 (centres undefined)	-10	5	-13	-16	11	3	11	15	-17	15	8
COc1ccc(/C=N/NC(=O)CCn2c3ccccc3c3ccccc32)cc1O	18	-38	-16	-2	21	-6	13	-3	11	-3	15
COc1ccc(-c2[nH]ncc2CN2CCN(Cc3cccs3)CC2)c(F)c1	-2	-3	-21	-15	-5	5	21	0	6	7	18
COc1cccc(CNC(=O)COC(=O)CCc2cc(OC)c(OC)c(OC)c2)c1	-55	-8	-19	-4	-9	-5	-42	-14	-15	0	12

The results go on:
SMILES	NCOA1 inh	TWEAK-Fn14 inh	COUP-TFII inh	EBV LMP1 NFkB	LRH-1 inv ag	KKLEB tox	NCOA3 inh	SRC2 inh	TRAIL sens C8	TROY signal inh	CF NFkB block
O=C(c1ccc(Cl)cc1)N1N=CCC1(O)c1ccc(Cl)cc1 (centres undefined)	7	5	6	-2	8	2	16	10	13	15	3
CC(C)(C)NC(=O)C(=O)NN=C1CCCCCC1	-97	36	-1	3	-1	-2	-9	4	-5	-17	3
Cc1[nH]nc2c1C(c1cc(Br)cs1)C(C#N)=C(N)O2 (centres undefined)	13	61*	6	14	2	-14	21	30	27	5	60*
N#Cc1ccc(N2C(=O)[C@@H]3C(C(=O)c4cnccn4)=NN[C@@H]3C2=O)cc1	-5	-6	-3	·	-1	-11	4	15	7	-19	12
C1CC(CN2CCOCC2)CN(c2nc3nonc3nc2N2CCSCC2)C1 (centres undefined)	-5	0	-15	-18	9	12	13	-11	2	-5	-7
O=C(Nc1ncccc1O)c1cc2ccccc2o1	-134	40	5	42*	-105	8	-96	-64	27	19	-41
Cc1cccc(NC(=O)Cn2cc(C(=O)c3ccco3)c3ccccc32)c1	-18	-6	7	9	-7	-3	15	7	24	8	-8
CCS(=O)(=O)N1CCC(C(=O)N2CCOCC2)CC1	4	15	-7	2	13	10	4	5	-11	-19	1
C[C@H]1CN([C@@H](C)CO)S(=O)(=O)c2ccc(Br)cc2O[C@@H]1CN(C)C(=O)CCN1CCCCC1	2	26	-10	-6	-5	7	-22	-43	-2	-12	-14
